NALP3 yeast inh – NALP3 inhibition in yeast | AID 2825 | actives 0.39% (n = 330,000) | inhibition, % at 10 µM | Yeast reconstituted NLRP3/ASC/caspase-1, beta-gal luminescence, 24 h;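 active means inhibition of 50% or more; inactive means inhibition below 50%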;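 further: plate controls were induced DMSO wells for no effect and uninduced yeast grown without galactose for full effect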
SENP1 FRET inh – SENP1 (human) catalytic domain inhibition | actives 0.21% (n = 360,000) | Q9P0U3 | inhibition, % at 10 µM | AID 624204 | recombinant SENP1 catalytic domain, CyPet-SUMO1-YPet FRET cleavage;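 active means inhibition at least 30% at 10 µM, raw YFP signal under a set limit, fluorescence ratio 0.5 to 1.5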;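 further: 0% = enzyme with DMSO and 100% = no enzyme wells; some results filed as inactive read as strong as hits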
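System: Recombinant human SENP1 catalytic domain, His6-tagged | Incubation: Enzyme reaction for 50 min at room temperature, dark | Medium: Tris pH 8 with BME, BSA, NP40 and catalase | Also added: 25 nM SUMO1 FRET substrate | Compound: 10 µM single point, 0.5% DMSO | Measured by: FRET fluorescence in CFP and YFP emission channels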
SENP8 block-1 – SENP8 protease inhibition; purified SENP8, Z-RLRGG-aminoluciferin cleavage, luminescence; actives 1.2% (n = 330,000); inhibition, % at 10 µM; AID 2540; in the data active means inhibition above about 50%
Target sequence (Q96LD8 whole entry, looked up): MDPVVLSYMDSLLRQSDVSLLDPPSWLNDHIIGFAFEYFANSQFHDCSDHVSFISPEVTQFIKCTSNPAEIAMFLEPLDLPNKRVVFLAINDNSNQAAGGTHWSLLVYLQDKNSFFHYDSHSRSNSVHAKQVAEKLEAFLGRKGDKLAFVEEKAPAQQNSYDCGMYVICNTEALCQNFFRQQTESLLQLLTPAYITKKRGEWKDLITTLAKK
PfGluPho inh – PfG6PD (Plasmodium falciparum) enzyme inhibition; actives 0.78% (n = 350,000); AID 504690; PfGluPho enzyme, NADPH resazurin-diaphorase fluorescence; inhibition, % at 20 µM;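 active means inhibition reaching at least a set limit at 20 µM in the primary screen, cut at about 59% in these data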;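 further: 0% = DMSO wells with substrate and 100% = DMSO wells lacking glucose-6-phosphate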
SENP7 block – SENP7 protease inhibition. Q9BQF6. recombinant SENP7, Z-RLRGG-aminoluciferin luminescence, 40 min. inhibition, % at 5 µM. actives 1.5% (n = 330,000);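 active means inhibition above about 50% at the single test dose, limit read from the data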;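 further: plate controls were DMSO with enzyme for no effect and no enzyme buffer wells for full effect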
Apaf-1 inh – blocks human Apaf-1 apoptosome activity; reconstituted apoptosome caspase-3 activity, DEVD-Rh110 fluorescence; actives 0.71% (n = 330,000); O14727; inhibition, % at 20 µM; AID 489030; active means inhibition of at least 40% at 20 µM;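 further: plate controls were DMSO wells for no effect and DEVD-CHO caspase inhibitor wells for full effect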
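Material: reconstituted apoptosome with Apaf-1, cytochrome c, caspase-9, procaspase-3, dATP; medium: pH 7.5 Hepes buffer with CHAPS, BSA, DTT; also added: cytochrome c and DEVD-Rh110 substrate; timing: 30 min plus 50 min, RT; signal: Rh110 fluorescence intensity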
SENP6 block – SENP6 protease inhibition | Recombinant SENP6 catalytic domain, aminoluciferin luminescence | Q9GZR1 | actives 1.8% (n = 330,000) | AID 2599 | inhibition, % at 10 µM;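 active means inhibition above about 50% at the single tested dose, limit read from the data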;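 further: plate controls were DMSO wells with enzyme for no effect and DMSO wells lacking enzyme for full effect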
HKDC1 inh – inhibitors of human hexokinase HKDC1 | AID 493160 | Q2TB90 | inhibition, % at 20 µM | actives 0.16% (n = 340,000) | recombinant HKDC1, G6PDH/diaphorase resazurin coupled fluorescence;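 active means inhibition above about 35% when tested at 20 µM, limit read from the data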;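 further: plate controls were DMSO wells with enzyme for no effect and DMSO wells lacking enzyme for full effect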
Target sequence (Q2TB90 whole entry, looked up): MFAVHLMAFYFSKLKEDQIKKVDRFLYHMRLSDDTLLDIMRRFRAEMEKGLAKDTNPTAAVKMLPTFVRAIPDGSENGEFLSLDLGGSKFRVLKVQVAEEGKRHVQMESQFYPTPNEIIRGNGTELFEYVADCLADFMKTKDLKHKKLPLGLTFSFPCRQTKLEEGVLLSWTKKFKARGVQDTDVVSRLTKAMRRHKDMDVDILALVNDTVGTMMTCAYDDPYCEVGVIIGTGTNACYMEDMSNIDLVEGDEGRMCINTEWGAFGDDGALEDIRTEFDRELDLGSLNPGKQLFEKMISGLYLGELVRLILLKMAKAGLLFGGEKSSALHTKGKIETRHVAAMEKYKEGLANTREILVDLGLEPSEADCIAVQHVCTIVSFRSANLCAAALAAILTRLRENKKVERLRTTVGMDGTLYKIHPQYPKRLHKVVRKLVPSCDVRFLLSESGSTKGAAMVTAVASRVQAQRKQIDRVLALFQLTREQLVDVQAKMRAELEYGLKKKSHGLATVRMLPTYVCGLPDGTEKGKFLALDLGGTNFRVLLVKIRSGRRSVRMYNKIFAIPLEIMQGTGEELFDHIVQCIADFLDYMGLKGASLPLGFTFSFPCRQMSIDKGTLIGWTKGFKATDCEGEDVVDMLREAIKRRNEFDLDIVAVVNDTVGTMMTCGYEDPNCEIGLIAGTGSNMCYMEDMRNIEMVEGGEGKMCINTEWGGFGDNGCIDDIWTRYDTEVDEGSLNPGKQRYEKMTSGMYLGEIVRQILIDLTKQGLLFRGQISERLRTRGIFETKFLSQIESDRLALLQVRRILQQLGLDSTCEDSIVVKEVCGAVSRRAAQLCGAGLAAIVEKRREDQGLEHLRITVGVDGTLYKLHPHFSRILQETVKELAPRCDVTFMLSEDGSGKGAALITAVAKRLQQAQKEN
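Test system: recombinant HKDC1 (HK5) hexokinase enzyme, produced in-house; Amount: enzyme 5 µg/mL final; Buffer or medium: Tris pH 8.0 buffer with MgCl2, Tween-20, BSA, BME; Reagent: glucose and ATP substrates; Doses: 20 µM test compound, 1% DMSO; Incubation: 90 min reaction incubation at room temperature, dark; Detection: resorufin fluorescence at 613 nm.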
SENP8 block-2 – blocks human SENP8 cleavage of Nedd8 substrate. Q96LD8. recombinant SENP8, Nedd8 substrate fluorescence. inhibition, % at 20 µM. actives 0.64% (n = 360,000). AID 602440; in the data active means inhibition mostly above about 40%, no sharp cut-off; inactive means mostly below about 27%
* marks the source's active call; other numbers are inactive results; x = no result given.

SMILES | NALP3 yeast inh | SENP1 FRET inh | SENP8 block-1 | PfGluPho inh | SENP7 block | Apaf-1 inh | SENP6 block | HKDC1 inh | SENP8 block-2
Cn1c(COc2ccccc2)nc2ccccc21 | 23 | -1 | 12 | 2 | 17 | -12 | 38 | -4 | 16
Cc1cc(C(=O)NCCCN2CCCC2=O)cs1 | -7 | 1 | -13 | 5 | -7 | -11 | -9 | 8 | 5
O=C(Cn1cc2c(n1)CCCC2)NCCCN1CCN(C2CCCCC2)CC1 | 19 | 0 | -12 | 13 | 10 | 12 | -10 | -8 | 7
CC1CN(C(=O)CSc2nnc(-c3ccc(Cl)cc3)n2C)CC(C)O1 (stereo not drawn) | 11 | 0 | 2 | 1 | 1 | -10 | -7 | -8 | 6
CCCCn1c(N)c(N(CC)C(=O)c2cc(S(=O)(=O)N3CCN(CC)CC3)ccc2Cl)c(=O)[nH]c1=O | 3 | 0 | 0 | 6 | 4 | -16 | -3 | -9 | 4
O=C(Nc1nncs1)c1ccc(N2C(=O)C3C4C=CC(C4)C3C2=O)cc1 (stereo not drawn) | -11 | 2 | -4 | 1 | -14 | 2 | 5 | -7 | 22
COc1cccc(C(=O)N/N=C(\CC(C)C)c2ccccc2)c1 | 7 | 1 | 3 | -8 | -2 | -1 | 4 | -9 | 22
O=C(Nc1cccc(O)c1)c1ccc([N+](=O)[O-])cc1Cl | 17 | 4 | 4 | -10 | 11 | 2 | -11 | -8 | 16
CCc1ccccc1NC(=O)N[C@H](C(=O)O)C(C)C | 2 | 1 | 0 | -13 | 5 | 3 | -10 | -9 | -12
COC(=O)CNC(=O)CN1C(=O)N(c2ccc(Cl)cc2)C(N(O)C(=O)Nc2ccc(Cl)cc2)C1(C)C (stereo not drawn) | 3 | -2 | 1 | -2 | 4 | 17 | -6 | -1 | 1
CC1CCN(Cc2nc(-c3ccccc3)no2)CC1 | 5 | 0 | -15 | -1 | -9 | 4 | 9 | -2 | 17
CCCC[n+]1ccn(C2=C([O-])c3ccccc3C(=O)/C2=N\S(=O)(=O)c2ccc(Cl)cc2)c1 | 26 | 1 | 26 | -22 | 30 | 52* | 57* | -15 | 48*
O=C(CSc1ncn[nH]1)c1ccc(OC(F)F)cc1 | 7 | 0 | 0 | -6 | 8 | -21 | 12 | -7 | 14
Cc1cc(C)c(S(=O)(=O)N2CCOCC2)cc1NS(=O)(=O)c1cc(OCC(N)=O)c(C)cc1Cl | 8 | -1 | -3 | -16 | -7 | -1 | -12 | -10 | -1
Cc1cccc(OCc2nnc(SCC(=O)N3c4ccccc4CC3C)n2C)c1C (stereo not drawn) | 15 | -3 | -1 | -27 | -3 | 16 | 4 | 10 | 0
O=C1CSC(c2ccc([N+](=O)[O-])cc2)N1CCN1CCCCC1 (stereo not drawn) | -3 | 1 | 9 | 8 | 7 | 2 | 1 | -5 | 8
Cc1cc(Br)c2[nH]c3c(c2c1)CCCC3=O | 6 | 1 | 0 | 3 | 7 | 13 | -15 | 12 | 2
CCOC(=O)C1C2C=CC3(CN(CCc4ccccc4)C(=O)C13)O2 (stereo not drawn) | -12 | 1 | 1 | 3 | -2 | 8 | -3 | -6 | -3
Cc1ccc(C)c(NC(=O)COC(=O)c2c(C)nn(-c3ccccc3)c2C)c1 | 7 | -1 | 30 | 2 | 25 | -9 | 31 | -2 | -3
CN(C)c1ccc(NC(=S)NC(=O)/C=C/c2ccc(Cl)cc2)cc1 | 8 | 6 | 17 | -10 | 6 | 18 | -10 | 4 | 41*
CCN1CCN(c2ccccc2NC(=O)c2ccc(-n3cccn3)cc2)CC1 | 19 | -9 | -1 | -3 | 12 | 7 | 2 | -2 | -7
CCOC(=O)NC1(C(F)(F)F)N=C(c2ccccc2)NC1=O (stereo not drawn) | 16 | 2 | -10 | -11 | -6 | 13 | -15 | 3 | 10
COCCCNC(=O)CCSc1ccc(C)cc1 | -5 | 2 | 8 | 3 | 0 | -10 | 1 | 14 | 12
CCN1C/C(=C/c2cccc([N+](=O)[O-])c2)C(=O)/C(=C/c2cccc([N+](=O)[O-])c2)C1 | x | 3 | x | 21 | x | x | x | 22 | 18
O=C(CNS(=O)(=O)c1ccc2ccccc2c1)Nc1ccc(F)c(F)c1F | -5 | 1 | -2 | 11 | 6 | -5 | -1 | 1 | -4
Cc1sc2nc(CSCC(=O)N(C)CC(=O)Nc3ccc(F)cc3)[nH]c(=O)c2c1C | 2 | -8 | -2 | 20 | -7 | 15 | -10 | 6 | -28
COc1ccccc1N(C)S(=O)(=O)c1ccc(C(=O)NC2=NCCS2)cc1 | 7 | 1 | -8 | -9 | 0 | 6 | -24 | 0 | 16
CC(C1=C(CCN(C)C)Cc2ccccc21)c1ccccn1 (stereo not drawn) | x | 1 | x | 7 | x | x | x | -2 | -12
Cn1cc(CN2CCCC(C(=O)c3cccs3)C2)c(-c2cccc(Cl)c2)n1 (stereo not drawn) | 6 | 0 | -9 | 23 | -8 | 19 | -14 | 3 | 6
COc1ccc(-n2ncc(Cl)c(Cl)c2=O)cc1 | -18 | 3 | -6 | -7 | -5 | 12 | -5 | 2 | -47
Cc1oc2cc3oc(=O)c(CCC(=O)NC4CC4)c(C)c3cc2c1C | 5 | -9 | 9 | 12 | 2 | -1 | 1 | 9 | -208
S=C(Nc1ccccc1)NC1CCN(Cc2ccccc2)CC1 | 20 | 3 | -3 | -18 | 7 | -5 | -17 | -11 | 15
CCCCCn1c(CN2CC(C)OC(C)C2)nc2c1c(=O)n(C)c(=O)n2C (stereo not drawn) | 7 | 1 | 2 | -19 | -7 | 6 | 2 | 0 | -1
CC(=O)C1=C(O)C(=O)N(c2cccc(C(=O)O)c2)C1c1ccccc1F (stereo not drawn) | x | -5 | x | 4 | x | x | x | 3 | -12
Nc1cc(=O)[nH]c(=O)n1-c1cccc(F)c1 | 5 | 0 | -1 | -22 | 13 | 6 | 0 | 12 | 5
CCOC(=O)[C@@H]1[C@H]2COc3ccccc3[C@H]2N2C(=O)N(c3ccccc3)C(=O)[C@]12C | 9 | -1 | -4 | -10 | -5 | -1 | 9 | -1 | -3
NC(=O)/C=C\C(=O)Nc1cccc(C(F)(F)F)c1 | 25 | 1 | 3 | -13 | 9 | 1 | 2 | -8 | 8
Cc1nc(N2CCN(c3ccccn3)CC2)c2c(C)c(C(=O)Nc3c(C)cc(Br)cc3C)sc2n1 | 4 | 5 | 0 | -8 | 3 | 12 | 9 | 4 | -11
Cc1cccc(N2C(=O)CC(Sc3ccccc3C(=O)O)C2=O)c1 (stereo not drawn) | 18 | 0 | -8 | -30 | 0 | -4 | -31 | 11 | 3
COc1cccc(NC(=O)CNC(=O)c2ccccc2)c1 | 14 | 0 | -1 | -4 | 5 | 5 | -7 | -15 | 17
COc1ccc(CCNC(=O)CN2CCCc3ccccc32)cc1OC | -2 | 12 | -5 | -7 | 5 | 0 | 11 | -1 | 21
O=C(NC1CCCCC1)C(c1cccnc1)N(CCc1ccccc1)C(=O)Cc1cccs1 (stereo not drawn) | -7 | 3 | -8 | 13 | -6 | 7 | -12 | -11 | -6
O=C(Nc1nccs1)C1(S(=O)(=O)c2ccc(Cl)cc2)CC1 | -9 | -1 | 3 | 2 | -1 | -15 | -7 | -3 | 6
CC(C)NC(=O)[C@@H]1C[C@@]1(C)[C@@H](NC(=O)OCc1ccccc1)c1ccccc1 | 24 | 0 | 5 | 0 | -1 | -4 | -11 | 4 | 0
Cc1ccc(-n2c(SCC(N)=O)nc3c([nH]c4ccccc43)c2=O)cc1 | -1 | 0 | -1 | 20 | -10 | 8 | 8 | -2 | -11
CC1(C)CC(NC(=O)c2ccc(Cl)cc2Cl)CC(C)(C)N1 | -14 | -3 | 2 | -4 | 5 | -5 | 2 | -5 | 4
O=C1NC[C@H](Cc2ccccc2)N(CC2CCCCC2)C1=O | 8 | 1 | 2 | -6 | -7 | -2 | 6 | 0 | 8
CCCCN(C(=O)c1ccc2c(c1)OCCO2)c1c(N)n(CC(C)C)c(=O)[nH]c1=O | 5 | -8 | 8 | -6 | -5 | -1 | -12 | -6 | 8
C[C@@]12C(=O)Nc3ccc(Cl)cc3C(=O)N1[C@H]1c3ccccc3OC[C@@H]1[C@@H]2c1ccccc1 | 79* | -3 | -10 | -38 | 10 | 13 | -11 | -1 | -22
C=CCNC(=S)N/N=C/c1ccc(C(F)(F)F)cc1 | 6 | 2 | 3 | 31 | 19 | 9 | -8 | -2 | 9

Record cards, as listed above. Screens in order: NALP3 yeast inh	SENP1 FRET inh	SENP8 block-1	PfGluPho inh	SENP7 block	Apaf-1 inh	SENP6 block	HKDC1 inh	SENP8 block-2
`CCc1ccccc1NC(=O)N[C@H](C(=O)O)C(C)C` is listed as 2	1	0	-13	5	3	-10	-9	-12
`CCCCN(C(=O)c1ccc2c(c1)OCCO2)c1c(N)n(CC(C)C)c(=O)[nH]c1=O` is listed as 5	-8	8	-6	-5	-1	-12	-6	8
`Cc1sc2nc(CSCC(=O)N(C)CC(=O)Nc3ccc(F)cc3)[nH]c(=O)c2c1C` is listed as 2	-8	-2	20	-7	15	-10	6	-28
`Cc1cc(C)c(S(=O)(=O)N2CCOCC2)cc1NS(=O)(=O)c1cc(OCC(N)=O)c(C)cc1Cl` is listed as 8	-1	-3	-16	-7	-1	-12	-10	-1

(more compounds)
SMILES | NALP3 yeast inh | SENP1 FRET inh | SENP8 block-1 | PfGluPho inh | SENP7 block | Apaf-1 inh | SENP6 block | HKDC1 inh | SENP8 block-2
CCn1c2ccccc2c2cc(NC(=O)COc3ccc(OC)cc3)ccc21 | 8 | -2 | -6 | -5 | -8 | 15 | -10 | 1 | -31
NC(=O)Cc1ccc(C(=O)c2ccccc2)s1 | 18 | -1 | -8 | -3 | -5 | 0 | -16 | -10 | 4
Cc1cccc(OCC(=O)N/N=C/c2cn[nH]c2-c2ccc(Cl)c(Cl)c2)c1 | 15 | -1 | -2 | 8 | 4 | 38 | -5 | -2 | 20
CCOC(=O)c1cc(NC(=O)Nc2ccccn2)c(C)nc1C | 18 | 1 | 0 | -19 | 6 | -1 | 11 | -6 | 17
Cn1c(=O)[nH]c(=O)c2c1nc(N1CCCCC1)n2CCCSc1nnnn1-c1ccccc1 | 4 | 2 | -3 | 7 | 5 | 17 | -8 | 0 | 5
O=C(N/N=C/C=C/c1ccco1)c1ccncc1 | 15 | -8 | 13 | 14 | 2 | -13 | 7 | -3 | 4
CCOC(=O)Cn1cc(-c2ccccc2)nn1 | 4 | 3 | 0 | -24 | 2 | -11 | -17 | 1 | 19
O=C(NC(=S)NC1CCCCC1)c1ccc(Cl)cc1 | 8 | 2 | -12 | 17 | 3 | 21 | 0 | 3 | 12

As a short view, 2 of the compounds above.
SMILES | NALP3 yeast inh | SENP1 FRET inh | SENP8 block-1 | PfGluPho inh | SENP7 block | Apaf-1 inh | SENP6 block | HKDC1 inh | SENP8 block-2
O=C(N/N=C/C=C/c1ccco1)c1ccncc1 | 15 | -8 | 13 | 14 | 2 | -13 | 7 | -3 | 4
CCOC(=O)Cn1cc(-c2ccccc2)nn1 | 4 | 3 | 0 | -24 | 2 | -11 | -17 | 1 | 19

Screening data as filed in PubChem.
